Source: PubChem (several laboratories)
NR2E3 ag-1: NR2E3 agonists in two-hybrid cells, primary screen, cell-based, luminescence, CHO-S, Gal4-NCOR/VP16-NR2E3; Photoreceptor-specific nuclear receptor (Homo sapiens), Q9Y5X4; inhibition of corepressor binding, % at 3.98 µM; AID 602229, 2012; actives 0.35% (n = 360,000); luciferase;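 active means inhibition above the mean of all tested compounds plus 3 SD, cut at about 70% in these data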;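 further: 0% = DMSO with NR2E3 transfected cells and 100% = cells lacking NR2E3 construct; higher means lower luciferase signal from less NR2E3 corepressor binding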
Target sequence (Q9Y5X4 whole entry, looked up, the tested form may be a part): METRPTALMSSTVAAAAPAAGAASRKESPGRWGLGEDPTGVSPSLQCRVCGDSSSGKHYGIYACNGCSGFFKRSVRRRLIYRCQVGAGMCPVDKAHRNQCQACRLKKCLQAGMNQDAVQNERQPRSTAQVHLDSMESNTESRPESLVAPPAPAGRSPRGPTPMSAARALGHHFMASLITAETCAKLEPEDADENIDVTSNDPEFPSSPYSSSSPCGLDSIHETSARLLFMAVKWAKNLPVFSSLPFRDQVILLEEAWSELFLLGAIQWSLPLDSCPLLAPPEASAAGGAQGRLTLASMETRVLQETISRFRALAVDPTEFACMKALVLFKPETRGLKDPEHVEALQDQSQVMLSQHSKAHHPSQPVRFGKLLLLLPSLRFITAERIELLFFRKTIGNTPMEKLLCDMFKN
Peg3 promoter: Peg3 promoter-driven luciferase inhibitors, primary screen, cell-based, HeLa, luciferase luminescence. HeLa PEG-Prom luciferase reporter, overnight. inhibition, % at 20 µM. actives 1.7% (n = 360,000);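 active means inhibition of at least 50% at 20 µM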
Shn3 3UTR inh: reduction of Shn3 3'UTR firefly luciferase signal, primary screen, Schnurri-3 inhibitor project, cell-based, Clone20 osteoblasts, set 2; actives 0.52% (n = 360,000); Clone20 osteoblast Shn3 3'UTR firefly luciferase, 24 h; inhibition, % at 12.5 µM;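 active means mean inhibition of at least 75% with every replicate also reaching 75%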;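 further: 0% = median of neutral control wells and 100% = pilot-screen positive control compound; some compounds past the cut are filed as inactive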
HIF-2a inh: HIF-2a reporter inhibitors, primary screen, luminescence, 786-0 RCC cells; inhibition, % at 18.8 µM; 786-0 RCC cells HIF-2a reporter, luciferase luminescence, overnight; actives 0.72% (n = 360,000);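 active means inhibition of the luminescence signal of 40% or more relative to plate controls, in a single-dose primary screen at 18.75 µM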
LMP1 NFkB inh: EBV LMP1-driven NF-kappaB luciferase reporter inhibitors, primary screen, cell-based, luminescence, single point | LMP1-induced NF-kappaB luciferase reporter cells | inhibition, % at 12.5 µM | actives 0.69% (n = 350,000) | AID 504558, 2011; in the data active means inhibition above about 41%;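 further: 0% = neutral control wells and 100% = reference inhibitor control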
CF NFkB inh: inhibitors of PAF-induced NF-kB signaling, primary screen, cell-based, GFP fluorescence, uHTS | KKLEB NF-kB-GFP reporter, GFP fluorescence overnight | inhibition, % at 5 µM | actives 0.86% (n = 360,000) | AID 588850, 2011;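 active means at least 50% inhibition at 5 µM, scaled per plate between neutral and stimulator controls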;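 further: PAF is a Pseudomonas aeruginosa culture filtrate used as stimulus; plate controls were PAF-stimulated DMSO wells for no effect and unstimulated DMSO wells for full effect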
MITF TRPM1 inh: inhibitors of MITF-dependent TRPM1 promoter reporter, primary screen, cell-based, SK-MEL-5, single point, luciferase. SK-MEL-5 TRPM1 promoter luciferase, 24 h. inhibition, % at 12.5 µM. actives 0.83% (n = 330,000);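 active means mean inhibition across replicates of 60% or more, whatever share of single replicates reaches that level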; further: values of inactives mirror those of a sister screen read the other way
KKLEB cytotox: cytotoxicity in KKLEB CF airway cells, primary screen, cytotoxicity control for CF NF-kB inhibitor project, cell-based, uHTS, fluorescence assay plates; KKLEB CF airway cells viability, ATPlite luminescence, overnight; hits give low values; cells stimulated with P. aeruginosa culture filtrate; AID 602141, 2011; actives 0.36% (n = 360,000); activity change (cytotoxicity), % at 5 µM;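 active means corrected activity change at or below -50% at 5 µM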
NR2E3 ag-2: inhibitors of NR2E3-RetCOR corepressor binding, primary screen, NR2E3 agonist project, biochemical, TR-FRET, GST-NR2E3, biotin-RetCOR; inhibition of corepressor binding, % at 4.78 µM; 1536-well; Photoreceptor-specific nuclear receptor (Homo sapiens), Q9Y5X4; AID 2300, 2010; actives 0.12% (n = 320,000);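 active means percent inhibition above the cutoff of mean plus 3 SD of all tested compounds, set per screening campaign, cut at about 20% in these data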;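 further: 0% = DMSO wells and 100% = biotin wells as full block of FRET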
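System: GST-tagged NR2E3 plus biotinylated RetCOR corepressor; Amount: 1.35 nM GST-tagged NR2E3 final; Dosing: single nominal compound dose of 4.8 µM; Schedule: 5 h incubation at 4 °C; Technique: TR-FRET with europium anti-GST and streptavidin-D2, 340 nm excitation; Controls: biotin wells as high control, 0.6% DMSO wells as low control.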
hiPSC survival: enhancers of single-cell hiPSC survival, primary screen, ATPlite luminescence; 100% = ROCK inhibitor wells, 0% = DMSO; survival enhancement, % at 20 µM; actives 0.044% (n = 360,000); in the data active means survival enhancement above about 18%;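 further: cells exposed to compounds for 16 hours before the ATP read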
TRAIL sens C8: viability loss with TRAIL in NB7+C8 cells, primary screen, TRAIL sensitizer project, cell-based, ATPlite luminescence. actives 1% (n = 360,000). AID 624354, 2012. inhibition (viability loss, TRAIL sensitization), % at 10 µM;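 active means compounds causing at least 50% loss of cell viability in the single-dose screen, relative to plate controls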
* hit, by the source's call; . = not tested or not shown. The list is partial. The share of hits here may be higher or lower than overall.

SMILES	NR2E3 ag-1	Peg3 promoter	Shn3 3UTR inh	HIF-2a inh	LMP1 NFkB inh	CF NFkB inh	MITF TRPM1 inh	KKLEB cytotox	NR2E3 ag-2	hiPSC survival	TRAIL sens C8
CC(=O)Nc1ccc(S(=O)(=O)N2CCN(C(=O)N3CCCC3)CC2)cc1	-16	8	2	12	0	-6	-3	8	7	-0.8	-10
COc1ccc(N(C(=O)c2ccccc2C)S(=O)(=O)c2cccs2)cc1	-30	20	-38	21	7	38	12	-10	4	-2.9	7
c1ccc(N2CCN(c3ncnc4c3oc3ccccc34)CC2)cc1	3	18	8	-6	11	-18	6	-29	2	4.3	0
O=C1NC(=Nc2ccccc2)CS1	6	-4	2	15	-3	-12	-4	25	0	-0.1	5
O=C(Nc1cccc(OC(F)(F)F)c1)c1ccc(Br)o1	-5	-37	11	-105	1	-16	-26	29	-2	1.9	0
CCCCn1c(N)c(N(CC(C)C)C(=O)CN2C(=O)C3CCCCC3C2=O)c(=O)[nH]c1=O (stereo not given)	8	8	2	8	0	-14	-5	3	0	0.0	-1
CN1C(=CC=C2C=C(I)C(=O)C(I)=C2)C(C)(C)c2ccccc21	-17	43	80	24	-4	0	6	-17	.	-0.8	24
COC(=O)Cc1nnc(Nc2cccc(C)c2)c2ccccc12	-15	14	-45	13	5	17	11	4	1	0.3	12
Cc1cccc(N(Cc2cc(=O)[nH]c3ccccc23)C(=O)CCl)c1	-44	95*	-3	65*	17	72*	76*	-26	5	-0.5	84*
Cc1ccc(C(=O)C2=C(O)C(=O)N(c3ncccn3)C2c2ccccc2F)o1 (stereo not given)	1	-3	3	8	-2	-7	6	11	6	-0.4	18
CCCCCCCCCCCCN1C/C(=C\C(=O)OCC)c2cc(C(F)(F)F)ccc2S1(=O)=O	0	11	-3	3	5	4	.	2	1	2.4	11
COc1ccc2c3c(ccc2c1)C(=O)/C(=C/O)CC3	-77	-127	-33	-119	13	33	-47	-3	.	0.6	5
CCCS(=O)(=O)N1CCN(c2cc3c(cc2[N+](=O)[O-])n(C)c(=O)n3C)CC1	10	10	19	0	2	18	8	-1	1	0.4	5
Cc1ccc(C)c2[nH]c(=O)c(C(c3nnnn3Cc3ccco3)N3CCc4ccccc4C3)cc12 (stereo not given)	-27	22	20	21	-8	5	0	-6	-3	1.4	-7
CSc1nnc(-c2sc3cc(C(F)(F)F)cnc3c2-c2ccccn2)n1C	-8	30	-1	17	-11	0	9	12	-2	-0.9	-3
O=C(C1CCN(S(=O)(=O)c2cccc3cccnc23)CC1)N1CCN(C2CCCC2)CC1	-7	1	-11	9	7	0	-4	-7	-1	0.7	-1
O=C(NC1CCCCC1)N1CCCC(CNS(=O)(=O)Cc2ccccc2)C1 (stereo not given)	-22	5	3	0	-11	19	-1	-13	-1	-0.3	1
C/C(=N\N1CCN(Cc2ccccc2Cl)CC1)c1ccc([N+](=O)[O-])cc1	7	21	.	10	-6	16	-2	-2	0	-0.2	-16
Cc1ccc(S(=O)(=O)N2C[C@H]3C(=O)C[C@@H](c4ccccc4)N(S(=O)(=O)c4ccc(C)cc4)[C@H]3C[C@H]2c2cccc(Cl)c2)cc1	23	19	41	-1	4	14	.	11	.	-2.6	15
O=c1c(Cc2ccccc2)c(O)ccn1C1CCCCCCC1	9	29	-3	4	-5	19	-8	-5	-1	-0.1	-11
Cc1ccc(C)c(N2C(=O)c3ccc(C(=O)Nc4ccccn4)cc3C2=O)c1	-21	-11	-30	-26	3	0	.	-4	.	1.6	6
Clc1ccc(SCCOCCN2CCOCC2)cc1	-7	10	-2	0	-1	8	-4	-7	-5	0.0	-2
O=C(COC(=O)c1ccc(Br)o1)NCCCc1ccccc1	-15	11	-12	11	-12	3	-7	-3	-3	-2.2	15
CCn1c(=O)cc(SCC(=O)N2CCN(C)CC2)c2ccccc21	-7	-8	-24	-3	0	-41	13	-2	2	3.8	-6
O=C(CN1C(=O)c2cccnc2Oc2ccc(Cl)cc21)NC1CCCCCC1	-43	19	2	-1	-19	-2	16	-6	1	6.3	-3
(next part)
SMILES	NR2E3 ag-1	Peg3 promoter	Shn3 3UTR inh	HIF-2a inh	LMP1 NFkB inh	CF NFkB inh	MITF TRPM1 inh	KKLEB cytotox	NR2E3 ag-2	hiPSC survival	TRAIL sens C8
N#CC1=C(S)N(c2ccccc2)C(c2ccco2)NC1=O (stereo not given)	-6	10	25	13	-9	-3	1	10	0	0.7	-5
CC(=O)Nc1c(Br)cc2c(c1Br)C(=O)c1ccccc1-2	-40	-5	0	-18	5	0	-3	-6	.	-2.3	5
S=c1[nH]nc(Nc2cccc(Cl)c2)s1	-25	-9	-2	-56	-9	7	4	-10	-5	-0.4	-3
Cc1cccc2[nH]c3c(N4CCC5(CC4)OCCO5)ncnc3c12	-6	24	10	19	-1	5	33	-4	1	2.3	4
CC(C)(C)c1ccc(-c2nc(N)nc(N)n2)cc1	-46	-160	-61	-212	.	-3	.	-8	1	-0.9	30
O=S(=O)(NCc1ccccc1)c1ccc(Br)s1	1	-3	13	18	6	-18	0	2	.	0.5	-8
CN(C)NC(=O)c1ccsc1NC(=O)c1ccc(S(=O)(=O)N2CCCC2)cc1	7	24	-3	23	3	25	-1	-13	-1	1.1	-3
CN(CC(=O)O)S(=O)(=O)/C=C/c1ccccc1	5	8	1	4	-1	-4	5	-4	1	-1.3	6
Cc1cc2nc(N3CCN(C(=O)c4cccs4)CC3)sc2cc1C	-56	-417	-25	-240	3	6	-97	-10	-1	0.2	8
CCCCCC(=O)NNC(=O)Cc1ccc([N+](=O)[O-])cc1	5	5	-12	6	-4	3	18	6	-1	0.0	-7
CCC(C)Nc1nc(OCC(F)(F)F)nc(OCC(F)(F)F)n1 (stereo not given)	-4	-1	-4	1	-3	-5	-12	7	-2	-0.2	-4
CCCCCC1CC(/C(C)=N/NC(N)=O)OC1=O (stereo not given)	-7	5	8	10	-6	17	9	-12	0	0.8	-8
Cc1ccc2c(c1)cc(CN(Cc1ccco1)C(=O)COc1ccccc1)c1nnnn12	-5	30	36	24	14	-12	3	-12	2	-0.9	1
Brc1ccc(-c2cnc(-c3cccs3)o2)cc1	-28	-300	-92	-320	-34	-10	-43	-7	4	-1.8	-4
COc1cc(Cl)ccc1OCc1cc(C(=O)N2CCCC(OC)C2)no1 (stereo not given)	-205	-383	-99	-269	-44	16	-62	-4	1	0.1	-3
COc1cc2ccc(C=O)cc2cc1OC	-27	-12	-6	-9	-10	8	.	8	.	8.5	-9
CCCOc1ccc(/C=N\NC(=O)CCc2n[nH]c(=O)[nH]c2=O)cc1OC	0	13	0	18	1	1	11	6	3	3.9	0
CCc1cc(-c2nnc(SCC(=O)NC3CC3)n2C)cs1	0	-2	-5	-1	20	3	-9	20	-2	-0.7	8
COc1ccc(NS(=O)(=O)c2cccc(C(=O)NCCCn3ccnc3)c2)cc1	-18	15	-17	11	-5	20	19	1	-1	-0.2	21
COc1cc(OC)c2ccc(=O)oc2c1C(CCN1CCCCC1)c1ccc(N(C)C)cc1 (stereo not given)	-25	-14	7	1	1	5	-2	-25	-3	-0.1	-17
COc1ccc(-c2onc(C)c2C)cc1S(=O)(=O)NCCc1ccco1	3	25	4	4	1	2	-8	-3	-2	-0.2	15
CCc1ccc(NC2=NCC(c3ccccc3)S2)cc1 (stereo not given)	-63	-276	-63	-331	-42	-5	-45	4	2	0.1	-3
COc1ccc(C(C(=O)NC2CCCCC2)N(C(=O)c2snc(C(N)=O)c2N)c2ccc(OC)cc2OC)cc1 (stereo not given)	-2	23	16	20	-8	16	12	-10	4	-0.1	2
COc1ccc(S(=O)(=O)N2CCCC2)c2ccccc12	-45	18	1	23	7	-14	-10	4	3	-0.4	-12
COc1ccc(-c2cc(C(=O)Nc3ccc(C)cc3)no2)cc1	-5	-19	-14	-20	8	-1	-1	25	1	-0.6	1

Brought forward from above: 4 compounds; new compounds follow.
SMILES	NR2E3 ag-1	Peg3 promoter	Shn3 3UTR inh	HIF-2a inh	LMP1 NFkB inh	CF NFkB inh	MITF TRPM1 inh	KKLEB cytotox	NR2E3 ag-2	hiPSC survival	TRAIL sens C8
CCc1ccc(NC2=NCC(c3ccccc3)S2)cc1 (stereo not given)	-63	-276	-63	-331	-42	-5	-45	4	2	0.1	-3
COc1ccc(C(C(=O)NC2CCCCC2)N(C(=O)c2snc(C(N)=O)c2N)c2ccc(OC)cc2OC)cc1 (stereo not given)	-2	23	16	20	-8	16	12	-10	4	-0.1	2
COc1ccc(S(=O)(=O)N2CCCC2)c2ccccc12	-45	18	1	23	7	-14	-10	4	3	-0.4	-12
COc1ccc(-c2cc(C(=O)Nc3ccc(C)cc3)no2)cc1	-5	-19	-14	-20	8	-1	-1	25	1	-0.6	1
Cc1ccc(OCCOc2ccc(Br)cc2/C=N\NC(N)=O)cc1	-36	-20	-7	-7	-2	-15	-18	-3	-2	-0.6	1
CC(C)(C)OC(=O)N[C@H](Cc1ccccc1)C(=O)N1CCC(C(=O)O)CC1	-1	-1	-5	1	0	13	15	-5	-2	-0.2	2
CCN(C(=O)CSc1ccc2c(c1)OCCO2)C1CCS(=O)(=O)C1 (stereo not given)	3	4	10	2	-7	7	10	-10	-1	-1.7	-1
O=C(CSc1nnc(Cn2cnc3ccccc32)o1)Nc1cccc2ccccc12	-20	18	-5	9	-3	-8	4	-4	0	-3.3	-2
O=C(CCN1CCOCC1)NNC(=O)c1ccc([N+](=O)[O-])cc1[N+](=O)[O-]	-33	-2	-1	0	1	-7	16	10	.	1.4	-18
CCCn1cc(SCC(=O)NCc2ccco2)c2ccccc21	-8	-5	7	-5	-5	4	-5	4	3	-2.1	-13
COc1ccccc1N(C)S(=O)(=O)c1ccc(C(=O)OCC(=O)NCc2cccs2)cc1	-10	10	-23	17	1	0	0	-4	2	-0.1	-2
Cc1cccc(CNc2ccc(C(CC(N)=O)NC(=O)c3ccccc3)cc2[N+](=O)[O-])c1 (stereo not given)	9	8	8	5	-15	1	2	-4	2	5.3	25
C/C(=N/NS(=O)(=O)c1ccc(Br)cc1)c1c[nH]c2ccccc12	-18	-18	5	5	-5	-2	3	7	-3	-0.1	-3
COc1ccc(Oc2cccc(Cl)c2CNC(=O)CCCC(=O)O)cc1	-13	3	-13	13	.	11	.	0	1	-0.4	-4
CC1(C)Cc2cccc(OCC(O)CN3CCN(c4ccccn4)CC3)c2O1 (stereo not given)	-5	14	3	9	0	10	2	-2	.	1.0	1
